From PubChem
FUS suppressor: qHTS for Suppressors of FUS Proteinopathy: Primary screen using FUS-linked yeast assay; S. cerevisiae FUS-expressing, growth rescue, OD600, 24 h; Potency, µM (titrated, usually from 76.6 µM), for inactives: top-dose growth rescue (activation), hits mostly activators; 390,000 compounds, 0.24% hits; AID 1347120, 2019;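 further: potency means the concentration at half of the fitted maximal effect; plate controls were DMSO vehicle for no effect and reference control for full effect; nearly all actives have a fitted effect of over 55% in size; some results filed as inactive show a strong effect at the top dose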
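Yeast FUS proteinopathy model; galactose-induced FUS (2%), starting OD 0.005. Cpds in dilution series, 24hr, 30C, 99% humidity. Abs 600 nm growth. Pos ctrl CP55940 (top 92uM final); neg ctrl DMSO.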
EPAC2 agonist: qHTS for Agonist of cAMP-regulated guanine nucleotide exchange factor 4 (EPAC2): primary screen; EPAC2 activation, biochemical qHTS; response scale: 100% = 6.5 mM cAMP response; AID 720711, 2013; 360,000 compounds, 0.079% hits; Potency, µM (highest dose often 154 µM), for inactives: top-dose activation, usual class: activators; further: potency means the concentration at half of the fitted maximal effect; nearly all actives have a fitted effect of over 50% in size
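Setup: EPAC2 100 nM, labeled Rap1B complex 250 nM, free GDP 50 uM. Compound titrations pinned in, brief spin, 5 min room temperature incubation. Kinetic fluorescence read over 30 min, normalized to 6.5 mM cAMP.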
D3 ag: qHTS of D3 Dopamine Receptor Agonist: qHTS | D(3) dopamine receptor (Homo sapiens), P35462 | D3R DiscoveRx beta-arrestin cells, luminescence, 90 min | max activation, % | 410,000 compounds, 0.58% hits; in the data active means max activation above about 30%; further: 0% is about no effect; mostly tested at two doses, the higher about 12 µM
Target sequence (P35462 whole entry, looked up): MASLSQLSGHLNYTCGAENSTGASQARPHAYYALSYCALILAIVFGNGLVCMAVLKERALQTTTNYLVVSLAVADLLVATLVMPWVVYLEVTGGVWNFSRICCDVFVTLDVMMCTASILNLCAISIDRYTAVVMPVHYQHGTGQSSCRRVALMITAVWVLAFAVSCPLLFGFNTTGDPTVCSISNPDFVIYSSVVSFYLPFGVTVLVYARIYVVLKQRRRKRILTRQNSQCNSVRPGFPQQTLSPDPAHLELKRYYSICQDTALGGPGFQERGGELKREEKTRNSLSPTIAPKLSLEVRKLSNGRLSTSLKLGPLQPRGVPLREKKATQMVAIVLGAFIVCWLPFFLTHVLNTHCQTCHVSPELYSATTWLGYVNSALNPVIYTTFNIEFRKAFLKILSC
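Cells at 1500/well, incubated overnight, then treated with pinned compounds (dopamine as control) for 90 min at 37 degrees C. DiscoveRx reagent added for 30 - 60 minutes at room temperature; luminescence read.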
aSyn rescue: qHTS of alpha-syn Inhibitors; Potency, µM (series often up to 46.1 µM), inactives show at the highest dose growth rescue (activation), hits mostly activators; 370,000 compounds, 0.14% hits; AID 652106, 2013; Yeast expressing alpha-synuclein, growth rescue, BacTiter-Glo, 24 h; further: potency means the concentration at half of the fitted maximal effect; % of control where 0% means no effect; nearly all actives have a fitted effect of over 65% in size
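Readout is rescue of growth in alpha-synuclein-expressing yeast, so inhibitors of toxicity appear as activators. Growth after 24 hr at 30 deg C in galactose medium is quantified by luminescence.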
TDP43 rescue: qHTS of TDP-43 Inhibitors; TDP-43 expressing yeast growth rescue, BacTiter-Glo, 24 h; Potency, µM (series often up to 46.1 µM), inactives show top-dose growth rescue (activation), most hits filed as activators; 410,000 compounds, 1.8% hits; AID 652104, 2013; further: potency means the concentration at half of the fitted maximal effect; % of control where 0% means no effect; nearly all actives have a fitted effect of over 50% in size
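Readout is BacTiter-Glo luminescence of cell growth, so inhibitors register as activators. TDP-43-expressing yeast at OD600=0.02 in galactose medium, after raffinose pregrowth to mid-log, were incubated with compound for 24 hr at 30 deg C.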
DRD3 antagonist: qHTS of D3 Dopamine Receptor Antagonist: qHTS; D3R cells, DiscoveRx beta-arrestin luminescence, antagonist mode; stronger effect = lower value; max response, negative = inhibition, %; AID 652054, 2013; D(3) dopamine receptor (Homo sapiens), P35462; 360,000 compounds, 2.5% hits; in the data active means max response below about -50%; inconclusive means no clear call, values can overlap the other calls; further: on the % scale 0 is the no-effect control and ±100 the full control effect; mostly tested at two doses, the higher about 12 µM
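Cells expressing the human receptor were seeded at 1500 cells/well, incubated overnight at 37 degrees C in 5% CO2, then exposed to library compounds with dopamine controls for 90 minutes at 37 degrees C before luminescent detection.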
EPAC2 antag: qHTS for Antagonist of cAMP-regulated guanine nucleotide exchange factor 2 (EPAC2): primary screen. Rap guanine nucleotide exchange factor 4 (Homo sapiens), Q8WZA2. EPAC2 GEF exchange of Rap1B-BODIPY-GDP, fluorescence. Potency, µM (highest dose often 114 µM), for the others: top-dose activity, negative = inhibition, hits mostly inhibitors. 360,000 compounds, 0.18% hits. AID 720708, 2013; further: potency means the concentration at half of the fitted maximal effect; on the % scale 0 is the no-effect control and ±100 the full control effect; nearly all actives have a fitted effect of over 45% in size; many of its hits are not listed in these tables
Abeta rescue: qHTS for compounds that reverse cellular toxicity of Amyloid beta (A-beta) peptide in yeast: Primary Screen. yeast expressing A-beta42, growth rescue, OD600, 48 h; response scale: 0% DMSO, 100% iron-clioquinol control. AID 1347071, 2019. 410,000 compounds, 0.063% hits. Potency, µM (highest dose often 46.1 µM), without a hit: at the highest dose growth rescue, usual class: activators; further: potency means the concentration at half of the fitted maximal effect; nearly all actives have a fitted effect of over 55% in size
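Yeast A-beta toxicity model in growth medium with pinned compounds, 48 h at 30 C; growth read as absorbance at 600 nm. Normalized to FeCl3/clioquinol equimolar mix (positive) and DMSO (negative).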
* hit, by the source's call; & = joins results of further samples; [ ] = dose if it differs, or a comment. Unless noted, the call rests on the fitted dose curve; in most records, active means well fitted curve in the direction sought with a large enough effect; inconclusive means small, poorly fitted or top-dose-only effect, or another doubt; inactive means no such curve, though single readings can be large; an effect the other way counts as inactive or inconclusive.

Results for CCCCC(CC)C(=O)Nc1cc(C(=O)NCc2ccc(C)cc2)ccc1N1CCC2(CC1)CC(c1cccc(Br)c1)=NO2 (stereo unspecified) ?
FUS suppressor: 29%; EPAC2 agonist: -4%; D3 ag: 13; aSyn rescue: -8%; TDP43 rescue: 3%; DRD3 antagonist: 12; EPAC2 antag: 0%; Abeta rescue: 4%

Results for CCCCC1CCC(C(=O)Nc2ccccc2)CC1 (stereo unspecified) ?
FUS suppressor: -9%; EPAC2 agonist: -4%; D3 ag: -14; aSyn rescue: 0%; TDP43 rescue: -27%; DRD3 antagonist: -17; EPAC2 antag: 1%; Abeta rescue: -3%

How did CC(=O)Nc1cnn(Cc2ccc(Br)cc2)c1 do in these assays?
FUS suppressor: 13%; EPAC2 agonist: -8%; D3 ag: 20; aSyn rescue: -9%; TDP43 rescue: -7%; DRD3 antagonist: 20; EPAC2 antag: 0%; Abeta rescue: 7%

How did CCOC(=O)C1=C(COc2ccccc2)NC(=O)NC1c1ccc(Cl)cc1 (stereo unspecified) do in these assays?
FUS suppressor: 11%; EPAC2 agonist: 8%; D3 ag: -4; aSyn rescue: 1%; TDP43 rescue: 19%; DRD3 antagonist: 7; EPAC2 antag: 4%; Abeta rescue: -1%

How did C=CCSc1nnc(-c2cc3c(C(F)(F)F)nn(C)c3s2)n1C do in these assays?
FUS suppressor: 7%; EPAC2 agonist: 10%; D3 ag: -4; aSyn rescue: 0%; TDP43 rescue: 20%; DRD3 antagonist: 0; EPAC2 antag: 4%[57.1 µM]; Abeta rescue: 8%

Results for Cc1ccc(Cn2c(CN(C)Cc3ccccc3)nc3c2c(=O)n(C)c(=O)n3C)cc1 ?
FUS suppressor: 9%; EPAC2 agonist: -2%; D3 ag: -4; aSyn rescue: 1%; TDP43 rescue: 25%; DRD3 antagonist: 21; EPAC2 antag: -2%; Abeta rescue: 11%

Results for Cc1[nH]c2ccc(Br)cc2c(=O)c1CN1CCCCCC1 ?
FUS suppressor: -16%; EPAC2 agonist: 9%; D3 ag: -1; aSyn rescue: -5%; TDP43 rescue: 7%; DRD3 antagonist: 5; EPAC2 antag: -8%; Abeta rescue: -19%

Results for Cc1ccc(NC(=O)c2cc(NC(=O)C3CC=CCC3C(=O)O)ccc2N2CCOCC2)cc1Cl (stereo unspecified) ?
FUS suppressor: inconclusive; EPAC2 agonist: -1%; D3 ag: 2; aSyn rescue: -11%; TDP43 rescue: -5%; DRD3 antagonist: 0; EPAC2 antag: 8%; Abeta rescue: 2%

What do the screens show for `O=C(NCCc1ccc(Cl)cc1)c1ccc2c(c1)N(Cc1c(F)cccc1Cl)C(=O)CS2`?
FUS suppressor: 16%; D3 ag: -8; TDP43 rescue: 22%; Abeta rescue: -9%

How did CNC(=O)N(C1=NCC(C)(C)S1)c1ccc(F)c(Cl)c1 do in these assays?
FUS suppressor: 4%; EPAC2 agonist: inconclusive; D3 ag: -1; aSyn rescue: 0%; TDP43 rescue: 53%; DRD3 antagonist: 5; EPAC2 antag: inconclusive; Abeta rescue: 3%

As a working copy, some entries already given.
How did CCOC(=O)C1=C(COc2ccccc2)NC(=O)NC1c1ccc(Cl)cc1 (stereo unspecified) do in these assays?
FUS suppressor: 11%; EPAC2 agonist: 8%; D3 ag: -4; aSyn rescue: 1%; TDP43 rescue: 19%; DRD3 antagonist: 7; EPAC2 antag: 4%; Abeta rescue: -1%

How did C=CCSc1nnc(-c2cc3c(C(F)(F)F)nn(C)c3s2)n1C do in these assays?
FUS suppressor: 7%; EPAC2 agonist: 10%; D3 ag: -4; aSyn rescue: 0%; TDP43 rescue: 20%; DRD3 antagonist: 0; EPAC2 antag: 4%[57.1 µM]; Abeta rescue: 8%

Results for Cc1ccc(Cn2c(CN(C)Cc3ccccc3)nc3c2c(=O)n(C)c(=O)n3C)cc1 ?
FUS suppressor: 9%; EPAC2 agonist: -2%; D3 ag: -4; aSyn rescue: 1%; TDP43 rescue: 25%; DRD3 antagonist: 21; EPAC2 antag: -2%; Abeta rescue: 11%

Later entries
How did CC(=O)Nc1ccc(NC(=O)C(C)Sc2n[nH]c(-c3cccs3)n2)cc1 (stereo unspecified) do in these assays?
FUS suppressor: -9%; EPAC2 agonist: 4%; D3 ag: 1; aSyn rescue: -4%; TDP43 rescue: 14%; DRD3 antagonist: -5; EPAC2 antag: -9%; Abeta rescue: -10%

How did COc1cc(/C=C/C(=O)NCCN2CCOCC2)cc(OC)c1OC do in these assays?
FUS suppressor: -21%; EPAC2 agonist: 5%; D3 ag: -1; aSyn rescue: 1%; TDP43 rescue: 7%; DRD3 antagonist: 3; EPAC2 antag: -1%; Abeta rescue: 17%

Results for CNC(=O)/C(=C\C=C\c1ccccc1)NC(=O)c1ccc([N+](=O)[O-])cc1 ?
FUS suppressor: 29%; EPAC2 agonist: 9%; D3 ag: -3; aSyn rescue: 1%; TDP43 rescue: -5%; DRD3 antagonist: 22; EPAC2 antag: -9%; Abeta rescue: -2%

What do the screens show for `Cc1ccc(NC(=O)C2CCCN2S(=O)(=O)c2ccc3c(c2)n(C)c(=O)c(=O)n3C)cc1C` (stereo unspecified)?
FUS suppressor: 11%&-10%; EPAC2 agonist: 7%; D3 ag: -12&1; aSyn rescue: -2%; TDP43 rescue: -2%&22%; DRD3 antagonist: 10; EPAC2 antag: 1%; Abeta rescue: -15%&4%

What do the screens show for `O=C(NCCCN=C1NS(=O)(=O)c2ccccc21)c1ccncc1`?
FUS suppressor: 18%; EPAC2 agonist: 9%; D3 ag: 4; aSyn rescue: 3%; TDP43 rescue: -7%; DRD3 antagonist: 32; EPAC2 antag: 1%; Abeta rescue: -2%

How did Cc1cc(C(=O)CSc2nnc(N)s2)c(C)n1CCc1ccc(F)cc1 do in these assays?
FUS suppressor: inconclusive; EPAC2 agonist: -5%; D3 ag: 5; aSyn rescue: -13%; TDP43 rescue: 10%; DRD3 antagonist: 6; EPAC2 antag: 15%; Abeta rescue: 9%

How did CC(Sc1n[nH]c(-c2cccs2)n1)C(=O)N1CCCC1 (stereo unspecified) do in these assays?
FUS suppressor: -8%; EPAC2 agonist: 4%; D3 ag: 3; aSyn rescue: -14%; TDP43 rescue: -10%; DRD3 antagonist: 5; EPAC2 antag: 4%; Abeta rescue: 15%

Results for CCCn1cc(S(=O)(=O)c2cc(C)ccc2C)c(=O)c2cc(F)c(N3CCOCC3)cc21 ?
FUS suppressor: inconclusive; D3 ag: -12; TDP43 rescue: 24%; Abeta rescue: -10%

Results for CCCC(=O)Nc1nnc(-c2ccccc2)o1 ?
FUS suppressor: -8%; EPAC2 agonist: 9%; D3 ag: -1; aSyn rescue: -5%; TDP43 rescue: -5%; DRD3 antagonist: 2; EPAC2 antag: 4%; Abeta rescue: -11%

How did COc1cc2cc(C#N)c(SCC(=O)N3CCOCC3)nc2cc1OC do in these assays?
FUS suppressor: 22%; EPAC2 agonist: -7%; D3 ag: 7; aSyn rescue: -1%; TDP43 rescue: 2%; DRD3 antagonist: 16; EPAC2 antag: 1%; Abeta rescue: 4%

Continued, overlapping the part above by 2 compounds.
Results for CCCC(=O)Nc1nnc(-c2ccccc2)o1 ?
FUS suppressor: -8%; EPAC2 agonist: 9%; D3 ag: -1; aSyn rescue: -5%; TDP43 rescue: -5%; DRD3 antagonist: 2; EPAC2 antag: 4%; Abeta rescue: -11%

How did COc1cc2cc(C#N)c(SCC(=O)N3CCOCC3)nc2cc1OC do in these assays?
FUS suppressor: 22%; EPAC2 agonist: -7%; D3 ag: 7; aSyn rescue: -1%; TDP43 rescue: 2%; DRD3 antagonist: 16; EPAC2 antag: 1%; Abeta rescue: 4%

Results for COc1cc(NC(=S)N2CCC(C(O)(c3ccccc3)c3ccccc3)CC2)cc(OC)c1 ?
FUS suppressor: 36%; EPAC2 agonist: 7%; D3 ag: 2; aSyn rescue: 10%; TDP43 rescue: inconclusive; DRD3 antagonist: 16; EPAC2 antag: -7%; Abeta rescue: 9%

What do the screens show for `C=C(C)CN1CCN(c2ccc(N3C(=O)CCCC3=O)cc2[N+](=O)[O-])CC1`?
FUS suppressor: -15%; EPAC2 agonist: -4%; D3 ag: -6; aSyn rescue: -3%; TDP43 rescue: -4%; DRD3 antagonist: 6; EPAC2 antag: -11%; Abeta rescue: -1%

How did Cc1ccccc1SC1CCN(Cc2nc(C3CC3)no2)CC1 do in these assays?
FUS suppressor: 13%; EPAC2 agonist: 8%; D3 ag: -5; aSyn rescue: -3%; TDP43 rescue: -3%; DRD3 antagonist: 1; EPAC2 antag: 4%; Abeta rescue: -1%

Results for CC1=C(C(=O)Nc2ccccc2)C(c2ccccc2)N2C(=O)CSC2=N1 (stereo unspecified) ?
FUS suppressor: 20%; EPAC2 agonist: -1%; D3 ag: -3; aSyn rescue: 1%; TDP43 rescue: -7%; DRD3 antagonist: -4; EPAC2 antag: -3%; Abeta rescue: 15%

How did Cc1nc2ccccc2n1CC(O)COCC1CC=CCC1 (stereo unspecified) do in these assays?
FUS suppressor: 19%; EPAC2 agonist: -15%; D3 ag: 4; aSyn rescue: 0%; TDP43 rescue: -4%; DRD3 antagonist: -8; EPAC2 antag: -15%; Abeta rescue: -2%

How did Oc1ccc2ccccc2c1CNc1ccc(Br)cc1 do in these assays?
FUS suppressor: -13%; EPAC2 agonist: 20%; D3 ag: -7; aSyn rescue: 10%; TDP43 rescue: 8%; DRD3 antagonist: -24; EPAC2 antag: inconclusive; Abeta rescue: 17%

Results for CCOc1ccc(NC(=O)CSc2cn(CC(=O)N3CCCCCC3)c3ccccc23)cc1 ?
FUS suppressor: 8%; D3 ag: 7; TDP43 rescue: 13%; Abeta rescue: -15%

How did O=C(Cn1cc(C(=O)C2CC2)c2ccccc21)Nc1ccccc1Cl do in these assays?
FUS suppressor: 21%; EPAC2 agonist: 1%; D3 ag: -1; aSyn rescue: -2%; TDP43 rescue: -3%; DRD3 antagonist: -19; EPAC2 antag: -5%; Abeta rescue: 5%

An excerpt; count on the stated rates, not on these rows.
